Screens: PubChem BioAssay, several laboratories
K1F lysis inhibition: inhibition of K1F phage lysis, E. coli UTI89, bacterial capsule biogenesis inhibitors, alamar blue (AID 488966); E. coli UTI89 K1F phage lysis, alamar blue, 2 h; higher % means a stronger effect; inhibition, % at 100 µM, or IC50 in µM where a hit was titrated; 340,000 compounds, 0.02% hits;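 active = phage lysis inhibition, versus mean bacterial control, above a set limit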;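 note: capsule biogenesis inhibitors block K1F phage lysis so surviving cells raise fluorescence; higher fluorescence means more inhibition of phage lysis; actives were called in the ten point dose series up to 300 µM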
HIV peptide binding: inhibitors of HIV fusion peptide binding, primary screen, biochemical, uHTS, fluorescence dequenching (AID 1986). inhibition, % at 20 µM, or IC50 in µM where a hit was titrated. 290,000 compounds, 0.3% hits. cell-free peptide binding, fluorescence dequenching, 30 min; higher % means a stronger effect; in the data active = inhibition mostly above about 52%, no sharp cut-off; inactive = mostly below about 76%; note: some results filed as inactive read as strong as hits
GPR35 antagonists: GPR35 antagonists blocking zaprinast-driven arrestin recruitment, primary screen, imaging, U2OS, beta-arrestin-GFP, zaprinast agonist (AID 2058). inhibition, % at 10 µM; hits with a dose series show IC50 in µM. G-protein coupled receptor 35 (Homo sapiens). U2OS GPR35 beta-arrestin-GFP translocation imaging, zaprinast antagonism; higher % means a stronger effect. 290,000 compounds, 0.052% hits;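 active = inhibition of at least 50% with at least 30 cells and total cytoplasm GFP at most 10,000,000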
NS5 inhibitors: Dengue-2 NS5 methyltransferase inhibitors, primary screen, biochemical, confirmation dose response (AID 588689); 340,000 compounds, 0.3% hits; one-dose inhibition, % at 25 µM; IC50 in µM for titrated hits; Dengue-2 NS5 methyltransferase capping enzyme assay, biochemical; higher % means a stronger effect; Genome polyprotein (Dengue virus type 2 (strain 16681-PDK53)); in the data active = a potency from the dose series
AID2073: inhibitors of Mint1-CaV2.2 protein interaction, biochemical, HTRF (AID 2073). Voltage-dependent N-type calcium channel subunit alpha-1B (Homo sapiens). 290,000 compounds, 0.19% hits. inhibition, % at 20 µM, or IC50 in µM where a hit was titrated. HTRF protein-protein interaction, Mint1-CaV2.2; higher % means a stronger effect; in the data active = inhibition mostly above about 51%, no sharp cut-off; note: some results filed as inactive read as strong as hits
GPR55 antagonists: GPR55 antagonists blocking LPI-driven arrestin recruitment, primary screen, imaging, U2OS, beta-arrestin-GFP, LPI agonist (AID 2013); G-protein coupled receptor 55 (Homo sapiens); U2OS GPR55 beta-arrestin-GFP translocation imaging, LPI antagonism; higher % means a stronger effect; one-dose inhibition, % at 10 µM; IC50 in µM for titrated hits; 290,000 compounds, 0.13% hits;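 active = spots per cell inhibited over 60%, with over 100 cells counted and total cytoplasm intensity under 500,000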;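 note: U2OS cells stably carrying GPR55 and arrestin-GFP stimulated by 5 µM LPI near EC80; imaged beta-arrestin-GFP aggregate spots per cell after agonist stimulation; plate controls were LPI-stimulated DMSO wells for no effect and DMSO wells without LPI for full effect; some results filed as inactive read as strong as hits; confirmed hits need IC50 under 10 µM and bright autofluorescent wells are also inconclusive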
Siah-1 displacement: Siah-1 peptide-binding antagonists, primary screen, biochemical, fluorescence polarization, rhodamine-plectin, uHTS (AID 1817); Siah-1 / rhodamine-plectin peptide fluorescence polarization; higher % means a stronger effect; displacement, % at 20 µM, or IC50 in µM where a hit was titrated; 290,000 compounds, 0.02% hits; E3 ubiquitin-protein ligase SIAH1 (Homo sapiens);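 active = displacement of at least 50% at 20 µM, with a fluorescence ratio check between 0.3 and a set limit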;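 note: plate controls were Siah plus tracer with DMSO for no effect and tracer alone without Siah for full effect; strong numbers were not always called active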
GPR55 activation: GPR55 agonists via beta-arrestin recruitment, primary screen, imaging, U2OS cells, beta-arrestin-GFP redistribution (AID 1961); G-protein coupled receptor 55 (Homo sapiens); one-dose activation, % at 10 µM; EC50 in µM for titrated hits; U2OS GPR55 beta-arrestin-GFP redistribution imaging; higher % means a stronger effect; 290,000 compounds, 0.048% hits;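 active = activation above 40% with more than 50 cells counted in the well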;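 note: U2OS osteosarcoma cells stably expressing GPR55 and beta-arrestin-GFP; plate controls were DMSO negative control for no effect and LPI positive control for full effect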
NTR1 agonist: agonists of NTR1, primary screen, imaging, U2OS cells, beta-arrestin-GFP, high content (AID 493036). 330,000 compounds, 0.17% hits. Neurotensin receptor type 1 (Homo sapiens), P30989. NTR1-U2OS beta-arrestin-GFP spot imaging, agonist mode. activation, % at 20 µM;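 active = activation at or above 40% of the spot to cytoplasm intensity ratio, with at least 20 cells analyzed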;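 note: 0% = DMSO without peptide and 100% = 100 nM NTR1 peptide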
Target sequence (P30989 whole entry, looked up): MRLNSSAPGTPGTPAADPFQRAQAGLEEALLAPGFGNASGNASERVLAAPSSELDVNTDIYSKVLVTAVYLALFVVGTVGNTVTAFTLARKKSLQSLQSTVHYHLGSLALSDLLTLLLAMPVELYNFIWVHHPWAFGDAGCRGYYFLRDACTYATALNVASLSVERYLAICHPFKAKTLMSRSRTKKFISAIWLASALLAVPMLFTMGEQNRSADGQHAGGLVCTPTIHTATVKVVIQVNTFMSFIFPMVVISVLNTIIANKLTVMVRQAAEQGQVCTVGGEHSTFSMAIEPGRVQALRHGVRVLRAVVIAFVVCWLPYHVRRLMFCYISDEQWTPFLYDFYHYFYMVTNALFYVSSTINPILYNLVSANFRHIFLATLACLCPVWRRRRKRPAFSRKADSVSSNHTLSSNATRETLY
NTR1 agonist cell count 20 µM: second read-out of NTR1 agonist, no call of its own (marks repeat the call); cell count; measured here: cell count, cytotoxicity flag
* = called active by the depositor; [ ] = another dose, or the depositor's remark.

Start of the data: the first 2 compounds as a preview:
Results for Cc1ccc(C(C)(C)C)c(OCCCCN2CCCC2)c1 ?
K1F lysis inhibition: 1.6%[50 µM]; HIV peptide binding: 0.3%; GPR35 antagonists: 8%; NS5 inhibitors: -1%; AID2073: -8%; GPR55 antagonists: 8%; Siah-1 displacement: 3%; GPR55 activation: 0.7%; NTR1 agonist: -0.5; NTR1 agonist cell count 20 µM: 74

What do the screens show for `O=C1CCN(Cc2ccc(O)cc2)CCN1CCO`?
K1F lysis inhibition: -1.0%; HIV peptide binding: 0.2%; GPR35 antagonists: 2%; NS5 inhibitors: -3%; AID2073: -2%; GPR55 antagonists: -4%; Siah-1 displacement: 0%; GPR55 activation: -0.1%; NTR1 agonist: -0.9; NTR1 agonist cell count 20 µM: 89

Results, repeating the preview:
Results for Cc1ccc(C(C)(C)C)c(OCCCCN2CCCC2)c1 ?
K1F lysis inhibition: 1.6%[50 µM]; HIV peptide binding: 0.3%; GPR35 antagonists: 8%; NS5 inhibitors: -1%; AID2073: -8%; GPR55 antagonists: 8%; Siah-1 displacement: 3%; GPR55 activation: 0.7%; NTR1 agonist: -0.5; NTR1 agonist cell count 20 µM: 74

What do the screens show for `O=C1CCN(Cc2ccc(O)cc2)CCN1CCO`?
K1F lysis inhibition: -1.0%; HIV peptide binding: 0.2%; GPR35 antagonists: 2%; NS5 inhibitors: -3%; AID2073: -2%; GPR55 antagonists: -4%; Siah-1 displacement: 0%; GPR55 activation: -0.1%; NTR1 agonist: -0.9; NTR1 agonist cell count 20 µM: 89

How did COC(=O)c1ccccc1NC(=O)CN(C)S(=O)(=O)c1cc(C)ccc1OC do in these assays?
K1F lysis inhibition: -0.1%; HIV peptide binding: 0.5%; GPR35 antagonists: 0%; NS5 inhibitors: 4%; AID2073: 3%; GPR55 antagonists: 1%; Siah-1 displacement: -5%; GPR55 activation: -0.2%; NTR1 agonist: 1.0; NTR1 agonist cell count 20 µM: 68

How did CCOc1ccccc1C(=O)OCC(=O)Nc1cc(Cl)ccc1Oc1ccccc1 do in these assays?
K1F lysis inhibition: -0.3%; HIV peptide binding: 3.3%; GPR35 antagonists: -7%; NS5 inhibitors: -4%; AID2073: 4%; GPR55 antagonists: 3%; Siah-1 displacement: -1%; GPR55 activation: 0.3%; NTR1 agonist: 3.2; NTR1 agonist cell count 20 µM: 73

How did C=CCOc1c(CNc2ncn[nH]2)cccc1OC do in these assays?
K1F lysis inhibition: 2.1%; HIV peptide binding: -1.8%; GPR35 antagonists: -8%; NS5 inhibitors: -2%; AID2073: -4%; Siah-1 displacement: 3%; GPR55 activation: -0.2%; NTR1 agonist: 0.4; NTR1 agonist cell count 20 µM: 34

What do the screens show for `CCOc1ccc(NC(=O)C(CC)NC(=O)c2ccccc2CO)cc1` (configuration not stated)?
K1F lysis inhibition: 1.7%; HIV peptide binding: 3.2%; GPR35 antagonists: -4%; NS5 inhibitors: -2%; AID2073: -5%; GPR55 antagonists: 0%; Siah-1 displacement: 2%; GPR55 activation: 0.3%; NTR1 agonist: -0.9; NTR1 agonist cell count 20 µM: 58

Results for O=C(Nc1cc(Cl)c(O)c(Cl)c1)C1CCCO1 (configuration not stated) ?
K1F lysis inhibition: 0.2%; HIV peptide binding: -0.5%; GPR35 antagonists: 3%; NS5 inhibitors: -5%; AID2073: 3%; GPR55 antagonists: -22%; Siah-1 displacement: -2%; GPR55 activation: -0.1%; NTR1 agonist: 0.1; NTR1 agonist cell count 20 µM: 48

How did COc1ccc(CCNC(=O)c2cccc(NS(=O)(=O)c3ccccc3F)c2)cc1OC do in these assays?
K1F lysis inhibition: 0.1%; HIV peptide binding: 1.0%; GPR35 antagonists: 0%; NS5 inhibitors: -5%; AID2073: 3%; GPR55 antagonists: 0%; Siah-1 displacement: 4%; GPR55 activation: 0.0%; NTR1 agonist: 0.0; NTR1 agonist cell count 20 µM: 71

What do the screens show for `O=C(COc1ccccc1)N1CCc2ccccc21`?
K1F lysis inhibition: 0.1%; HIV peptide binding: -1.5%; GPR35 antagonists: 6%; NS5 inhibitors: 5%; AID2073: -6%; GPR55 antagonists: 3%; Siah-1 displacement: 6%; GPR55 activation: 0.2%; NTR1 agonist: -1.3; NTR1 agonist cell count 20 µM: 90

How did COc1ccc(S(=O)(=O)N2c3cc(C)ccc3OCC2C(C)(C)C)cc1 (configuration not stated) do in these assays?
K1F lysis inhibition: 1.0%; HIV peptide binding: -2.1%; GPR35 antagonists: 4%; NS5 inhibitors: 0%; AID2073: 0%; GPR55 antagonists: -19%; Siah-1 displacement: -1%; GPR55 activation: 0.0%; NTR1 agonist: -0.2; NTR1 agonist cell count 20 µM: 89

How did CCOC(=O)c1nc(C)nc(Sc2n[nH]c(-c3ccc(C(C)(C)C)cc3)n2)c1C do in these assays?
K1F lysis inhibition: -0.1%; HIV peptide binding: -0.4%; GPR35 antagonists: -14%; NS5 inhibitors: 7%; AID2073: -6%; GPR55 antagonists: -1%; Siah-1 displacement: 8%; GPR55 activation: -0.4%; NTR1 agonist: 0.1; NTR1 agonist cell count 20 µM: 40

What do the screens show for `Cc1cc(C)nc(Nc2n[nH]c(COc3ccccc3)n2)n1`?
K1F lysis inhibition: 0.1%; HIV peptide binding: -0.4%; GPR35 antagonists: 13%; NS5 inhibitors: 3%; AID2073: -4%; GPR55 antagonists: -13%; Siah-1 displacement: -6%; GPR55 activation: 0.3%; NTR1 agonist: -0.9; NTR1 agonist cell count 20 µM: 35

What do the screens show for `CCCCCOP(=O)(c1ccccc1)c1ccccc1`?
K1F lysis inhibition: 2.2%[50 µM]; HIV peptide binding: -1.7%; GPR35 antagonists: 12%; NS5 inhibitors: -4%; AID2073: -4%; GPR55 antagonists: 4%; Siah-1 displacement: 3%; GPR55 activation: 0.7%; NTR1 agonist: 0.0; NTR1 agonist cell count 20 µM: 54

Results for CC1(C)Cc2ccccc2C(=NCCCCCC(=O)O)N1 ?
HIV peptide binding: 1.4%; GPR35 antagonists: -17%; AID2073: 2%; GPR55 antagonists: 6%; Siah-1 displacement: 2%; GPR55 activation: -0.2%

How did CCOc1ccc2c(C)c(C(=O)O)oc2c1OCC do in these assays?
K1F lysis inhibition: 0.5%; HIV peptide binding: -0.2%; GPR35 antagonists: 2%; NS5 inhibitors: -7%; AID2073: 16%; GPR55 antagonists: -12%; Siah-1 displacement: -1%; GPR55 activation: 0.2%; NTR1 agonist: 1.4; NTR1 agonist cell count 20 µM: 84

Results for O=C(/C=C/c1cccs1)c1ccc([N+](=O)[O-])cc1 ?
K1F lysis inhibition: 0.2%; HIV peptide binding: -2.5%; GPR35 antagonists: 1%; NS5 inhibitors: -3%; AID2073: 27%; GPR55 antagonists: 7%; Siah-1 displacement: -4%; GPR55 activation: -0.3%; NTR1 agonist: 0.9; NTR1 agonist cell count 20 µM: 65

How did CN(C)CCN(C(=O)c1ccc(S(=O)(=O)N(C)CC2CCCO2)cc1)c1nc2cc3c(cc2s1)OCO3 (configuration not stated) do in these assays?
K1F lysis inhibition: -0.4%; HIV peptide binding: -1.1%; GPR35 antagonists: 5%; NS5 inhibitors: -1%; AID2073: 0%; GPR55 antagonists: -1%; Siah-1 displacement: -2%; GPR55 activation: -0.2%; NTR1 agonist: 0.3; NTR1 agonist cell count 20 µM: 50

What do the screens show for `Cc1ccc(-c2cc(C(=O)NCC3CCCO3)no2)cc1` (configuration not stated)?
K1F lysis inhibition: 0.0%; HIV peptide binding: -3.6%; GPR35 antagonists: -12%; NS5 inhibitors: -11%; AID2073: -2%; GPR55 antagonists: 4%; Siah-1 displacement: -1%; GPR55 activation: -0.1%; NTR1 agonist: 1.2; NTR1 agonist cell count 20 µM: 48

How did C=CCn1c(SCC(=O)Nc2cccc(C(=O)OC)c2)nnc1C(C)NC(=O)c1cccs1 (configuration not stated) do in these assays?
K1F lysis inhibition: 0.2%; HIV peptide binding: -0.2%; GPR35 antagonists: 3%; NS5 inhibitors: 1%; AID2073: -10%; GPR55 antagonists: -6%; Siah-1 displacement: 0%; GPR55 activation: 0.3%; NTR1 agonist: 0.2; NTR1 agonist cell count 20 µM: 78

Results for COc1ccc(Nc2nc(N3CCCC3)nc(N3CCCC3)n2)c(OC)c1 ?
K1F lysis inhibition: 2.4%; HIV peptide binding: 0.6%; GPR35 antagonists: -2%; NS5 inhibitors: -11%; AID2073: -4%; GPR55 antagonists: 9%; Siah-1 displacement: -2%; GPR55 activation: 0.2%; NTR1 agonist: 6.8; NTR1 agonist cell count 20 µM: 83

What do the screens show for `CCOC(=O)CCNC(=O)Nc1ccc2nc(C)n(Cc3cccc(Cl)c3)c(=O)c2c1`?
K1F lysis inhibition: -0.2%; HIV peptide binding: -2.9%; GPR35 antagonists: 6%; NS5 inhibitors: -3%; AID2073: 9%; GPR55 antagonists: -4%; Siah-1 displacement: 1%; GPR55 activation: -0.1%; NTR1 agonist: 1.4; NTR1 agonist cell count 20 µM: 48

How did COc1ccc(S(=O)(=O)N2CCN(C/C=C/c3ccccc3)CC2)cc1NC(C)=O do in these assays?
K1F lysis inhibition: -0.7%[50 µM]; HIV peptide binding: -0.2%; GPR35 antagonists: -3%; NS5 inhibitors: -5%; AID2073: -5%; GPR55 antagonists: -4%; Siah-1 displacement: -2%; GPR55 activation: -0.1%; NTR1 agonist: 1.0; NTR1 agonist cell count 20 µM: 65

What do the screens show for `O=C(C1=C[C@H](C2CCCCC2)C[C@H](OCCCCO)O1)N1CCOCC1`?
K1F lysis inhibition: 1.0%; HIV peptide binding: -0.8%; GPR35 antagonists: 1%; NS5 inhibitors: -7%; AID2073: 12%; GPR55 antagonists: 1%; Siah-1 displacement: 0%; GPR55 activation: 0.2%; NTR1 agonist: 0.2; NTR1 agonist cell count 20 µM: 63

How did CNC(=O)c1cc(C)c(-c2ccccc2)s1 do in these assays?
K1F lysis inhibition: 0.8%; HIV peptide binding: 2.7%; GPR35 antagonists: -12%; NS5 inhibitors: -8%; AID2073: 12%; GPR55 antagonists: 6%; Siah-1 displacement: -2%; GPR55 activation: -0.2%; NTR1 agonist: -0.7; NTR1 agonist cell count 20 µM: 69

What do the screens show for `O=C(Nc1ccc(C(=O)O)cc1)/C(=C\C=C\c1ccccc1)NC(=O)c1cccc(Br)c1`?
K1F lysis inhibition: -1.9%; HIV peptide binding: 23µM*; GPR35 antagonists: 20%; NS5 inhibitors: -5%; AID2073: 20%; GPR55 antagonists: 20%; Siah-1 displacement: 5%; GPR55 activation: 0.3%; NTR1 agonist: 0.2; NTR1 agonist cell count 20 µM: 36
